# SRC1 inh: inhibits human SRC1 coactivator; AID 588354; Q15788; 360,000 tested, 0.12% active; HEK293 GAL4-SRC1 luciferase reporter, luminescence; inhibition, % at 3.6 µM;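 active = inhibition above the campaign mean plus 3 SD, with each screening campaign given its own cutoff, cut at about 60% in these data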;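 also: 0% = DMSO treated cells and 100% = gossypol at 36 µM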
# NOD2 RIPK2 PPI: NOD2-RIPK2 protein interaction inhibition | CHO BLA complementation NOD2-RIPK2, CCF4 ratio | 360,000 tested, 0.38% active | inhibition, % at 4.98 µM | O43353; in the data active = inhibition above about 21%;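 also: 0% = vehicle only and 100% = reference blocker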
# Target sequence (O43353 whole entry, looked up): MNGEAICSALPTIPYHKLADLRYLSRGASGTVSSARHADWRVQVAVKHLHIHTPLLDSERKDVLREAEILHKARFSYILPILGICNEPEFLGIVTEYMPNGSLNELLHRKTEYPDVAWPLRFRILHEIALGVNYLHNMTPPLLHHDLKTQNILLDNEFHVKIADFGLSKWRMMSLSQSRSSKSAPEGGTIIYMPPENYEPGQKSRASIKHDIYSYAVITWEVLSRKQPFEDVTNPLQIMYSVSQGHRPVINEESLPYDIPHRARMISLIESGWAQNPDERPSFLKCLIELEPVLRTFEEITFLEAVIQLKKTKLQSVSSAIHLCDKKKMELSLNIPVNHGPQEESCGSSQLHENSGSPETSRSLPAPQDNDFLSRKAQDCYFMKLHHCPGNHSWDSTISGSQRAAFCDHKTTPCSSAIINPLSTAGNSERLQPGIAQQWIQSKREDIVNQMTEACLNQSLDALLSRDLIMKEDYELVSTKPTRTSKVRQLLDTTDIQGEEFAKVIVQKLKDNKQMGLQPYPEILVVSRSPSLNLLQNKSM
# TRAIL sens C8: caspase-8 TRAIL sensitization. NB7+C8 cells + TRAIL, ATPlite viability luminescence. inhibition (viability loss, TRAIL sensitization), % at 10 µM. 360,000 tested, 1% active;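 active = compounds causing at least 50% loss of cell viability in the single-dose screen, relative to plate controls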
# COUP-TFII inh: blocks human COUP-TFII nuclear receptor; HEK293T NGFI-A luciferase reporter, luminescence; inhibition, % at 8.6 µM; 370,000 tested, 0.7% active; P24468;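 active = inhibition above a per-plate cutoff, mean inhibition of test wells between control levels plus 3 SD, cut at about 38% in these data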;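 also: cells cotransfected with COUP-TFII expression vector driving the NGFI-A reporter; 0% = median of COUP-TF2 test wells and 100% = reporter-only cells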
# TWEAK-Fn14 inh: TWEAK-Fn14 signaling inhibition. AID 1159606. 360,000 tested, 2% active. inhibition, % at 10 µM. TWEAK-stimulated Fn14 reporter cells, luciferase luminescence, 8 h; in the data active = inhibition above about 50%
# TLR9-MyD88 inh: blocks human TLR9 binding to MyD88; Q9NR96+Q99836; AID 504734; 340,000 tested, 0.21% active; inhibition, % at 4.98 µM; CHO BLA complementation TLR9-MyD88, CCF4 FRET ratio;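 active = inhibition above the mean over all tested compounds plus 3 SD, cut at about 21% in these data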;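 also: 0% = DMSO only wells and 100% = clavulanate BLA inhibitor control wells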
# SRC3 inh: human NCOA3 inhibition; Q9Y6Q9; HEK293 GAL4-SRC3 luciferase reporter, luminescence; inhibition, % at 3.6 µM; 360,000 tested, 0.17% active;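 active = inhibition above a per-campaign cutoff, the mean of all compounds plus 3 SD, cut at about 60% in these data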;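 also: 0% = DMSO-treated cells and 100% = gossypol-treated cells at 36 µM; higher means less SRC3-driven luciferase light from the GAL4 reporter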
# NR5A2 inv ag: inverse agonists of human LRH-1 (NR5A2); O00482; AID 602396; HEK293T StAR-luciferase reporter, LRH-1 transfected, 24 h; 360,000 tested, 0.13% active; inhibition, % at 3.6 µM;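 active = inhibition above the mean inhibition of all tested compounds plus 3 SD, cut at about 73% in these data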;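 also: 0% = DMSO wells and 100% = reporter-only cells lacking LRH-1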
# Target sequence (O00482 whole entry, looked up): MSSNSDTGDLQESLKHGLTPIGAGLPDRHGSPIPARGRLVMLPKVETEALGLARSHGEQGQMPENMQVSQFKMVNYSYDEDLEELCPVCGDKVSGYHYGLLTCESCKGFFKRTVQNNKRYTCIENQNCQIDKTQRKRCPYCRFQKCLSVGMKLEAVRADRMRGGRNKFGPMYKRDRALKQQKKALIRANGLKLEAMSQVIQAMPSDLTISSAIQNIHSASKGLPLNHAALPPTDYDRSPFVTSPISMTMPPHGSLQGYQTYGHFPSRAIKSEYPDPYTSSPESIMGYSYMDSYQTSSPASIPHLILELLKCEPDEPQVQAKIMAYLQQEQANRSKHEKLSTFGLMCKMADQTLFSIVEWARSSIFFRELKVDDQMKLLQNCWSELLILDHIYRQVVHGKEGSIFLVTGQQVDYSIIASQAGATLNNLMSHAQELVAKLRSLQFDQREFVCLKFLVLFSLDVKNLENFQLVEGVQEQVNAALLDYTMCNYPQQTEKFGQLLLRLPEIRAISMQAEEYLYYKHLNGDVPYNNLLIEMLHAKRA
# TROY NFkB inh: inhibitors of TROY-dependent NF-kB signaling; Q293 LMP1-TROYcd NF-kB luciferase reporter, 4 h; inhibition, % at 10 µM; 360,000 tested, 0.98% active; AID 1347056;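 active = compounds whose plate-normalised and pattern-corrected inhibition of the luciferase reporter signal at the single screening dose is 50% or more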
# LMP1 NFkB inh: inhibitors of Epstein-Barr LMP1-induced NF-kappaB reporter; LMP1-induced NF-kappaB luciferase reporter cells, luminescence; 350,000 tested, 0.69% active; inhibition, % at 12.5 µM; in the data active = inhibition above about 41%;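 also: 0% = neutral control wells and 100% = reference inhibitor control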
# SRC2 inh: human SRC2 (NCOA2) inhibition | Q15596 | inhibition, % at 9 µM | 370,000 tested, 0.17% active | HEK293 GAL4-SRC2 luciferase reporter, luminescence | AID 651957;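 active = inhibition above the mean inhibition of all tested compounds plus 3 SD, set per campaign, cut at about 52% in these data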;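 also: 0% = DMSO treated cells and 100% = cells given Gossypol at 36 µM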
# Starred values were filed as active, the others as inactive; · = no result given. Some of the compounds tested (hit frequency here may not be typical).
SMILES,SRC1 inh,NOD2 RIPK2 PPI,TRAIL sens C8,COUP-TFII inh,TWEAK-Fn14 inh,TLR9-MyD88 inh,SRC3 inh,NR5A2 inv ag,TROY NFkB inh,LMP1 NFkB inh,SRC2 inh
CCCCn1c(O)c(C(C)=NC(C)c2ccccc2)c(=O)[nH]c1=O (stereo not given),-18,9,-3,15,6,-12,7,10,8,-3,-4
Cn1c(=O)[nH]c2nncnc2c1=O,-3,-15,7,-2,-5,-2,11,5,16,0,-1
Cc1cc(C)c(-n2c(O)c(/C=N/NC(=O)c3ccncc3)c(=O)[nH]c2=O)c(C)c1,-8,-6,-2,-16,13,·,8,3,18,-10,9
CC(=O)CC(c1ccccc1[N+](=O)[O-])c1c(O)c2ccccc2oc1=O (stereo not given),-3,-7,1,19,-6,-8,9,11,-20,-5,-8
C=CCn1c(O)c(N=Nc2c(C)n(C)n(-c3ccccc3)c2=O)c(=O)[nH]c1=S,11,4,4,13,-23,-2,23,-8,21,16,16
COc1cccc(NC(=O)[C@@H](NC(=O)N2C[C@H]3C[C@@H](C2)c2cccc(=O)n2C3)C(C)C)c1,-7,-1,-1,15,-10,-4,4,-10,-10,-8,-20
CCCCCn1cc(C(=O)C(=O)N2CCOCC2)c2ccccc21,-3,-1,-4,0,12,3,17,-9,3,1,13
C=C(C=O)CC1CC(O)[C@]2(C)OC3CC4OC5C[C@]6(C)O[C@]7(C)CCC8OC9C[C@]%10(C)OC%11C(C)=CC(=O)OC%11CC%10OC9C[C@@H](C)C8OC7CC6O[C@]5(C)CC5OC5C4OC3CC2O1 (stereo not given in full),-23,1,96*,·,108*,-9,-34,-27,89*,74*,·
CCOC(=O)C1C(=O)NC23CCCC2C1c1ccccc1O3 (stereo not given),7,-5,3,-42,-10,-11,6,14,11,-5,-44
C=CCn1c(O)c(C(CC)=Nc2ccc(C(=O)O)cc2)c(=O)[nH]c1=O,6,-10,-20,-15,1,-5,10,2,-6,-3,1
COc1ccccc1-n1c(-c2ccccc2Br)nc2ccccc2c1=O,1,-3,9,-2,17,-2,7,1,-10,2,11
COC(=O)[C@@H]1C[C@@]1(C)[C@@H](NP(=O)(c1ccccc1)c1ccccc1)c1ccccc1,14,-4,0,-9,-6,-1,0,17,-7,-9,-19
Cc1nn(CC(=O)N2CCC3(CC2)OCCO3)c(=O)c2cc3ccccc3n12,-2,-3,0,1,-5,2,8,10,-7,-5,-3
Clc1ccccc1CNC1CN2CCC1CC2 (stereo not given),-9,-7,-8,2,0,-4,-7,-3,2,1,-17
c1ccc(C(c2ccccc2)c2ccncc2)cc1,2,-11,23,-5,5,0,7,7,16,-5,18
Oc1cc2c(cc1CN1CCN(c3ccc(F)cc3)CC1)OCO2,9,1,-9,15,28,-13,2,3,11,-3,-1
Cc1ccc(OCC(=O)N2CCN(Cc3ccc4c(c3)OCO4)CC2)cc1,9,3,-5,6,1,-2,4,1,18,4,-15
COc1ccc2c(c1OC)CN1CCc3cc4c(cc3[C@H]1C2)OCO4,6,4,6,·,-32,4,2,-10,-4,-6,·
O=C1CC2OCC=C3CN4CCC56c7cc([N+](=O)[O-])ccc7N1C5C2C3CC46 (stereo not given),-11,-8,-7,6,-24,-10,18,14,-18,-22,-11
CCCCn1c(C)c(C(=O)O)c2cc(OC)ccc21,-4,3,-14,1,11,-2,-13,-22,-2,3,25
Cc1cc(C)nc(/N=C(\N)c2c(O)[nH]c(=O)[nH]c2=O)n1,-2,0,2,-4,-25,-1,-8,-9,-19,-1,-2
CC(=O)Nc1cc([As](=O)(O)O)ccc1O,1,-9,-10,15,6,-1,-8,-18,2,2,-29
CC1=CC(=C2C(=O)NC(=O)NC2=O)C=C(C(F)(F)F)N1Cc1ccccc1,-29,-2,4,-15,-13,2,4,12,-2,4,4
O=C(CN1CCOCC1)NCC(=O)Nc1ccc(Br)cc1C(=O)c1ccccc1,6,-4,-1,17,19,-5,16,21,17,-7,2
CC1=C(N2CC2)C(=O)C(CO)=C(N2CC2)C1=O,52,-12,77*,-1,29,-20,58,22,-3,89*,14
# Going on with the list.
SMILES,SRC1 inh,NOD2 RIPK2 PPI,TRAIL sens C8,COUP-TFII inh,TWEAK-Fn14 inh,TLR9-MyD88 inh,SRC3 inh,NR5A2 inv ag,TROY NFkB inh,LMP1 NFkB inh,SRC2 inh
CCOC(=O)[C@]12Cc3cc(Cl)ccc3[C@H]1N(C1CCCCC1)C(=O)c1cc(OC)ccc12,·,70*,96*,59*,102*,·,·,97*,63*,·,-2
CCCCCN1C(=O)c2cc(OC)ccc2[C@@]2(C(=O)OCC)Cc3cc(Cl)ccc3[C@@H]12,·,46*,85*,36,77*,·,·,22,52*,·,-3
CC1=Nc2cc(C(=O)N3CCC4(CC3)OCCO4)ccc2Sc2ccc(Cl)cc21,-10,-4,-6,17,10,7,-1,10,-8,-1,4
CN(C)C(=O)Oc1ccc(-c2cn3cc(Cl)ccc3n2)cc1,-122,2,76*,-44,49,-2,-91,-190,-38,6,-42
CCN(CC)c1ccc([N+](=O)[O-])c2cccnc12,-9,-9,-4,-5,0,-5,24,22,-8,-2,3
COC(=O)C1=C(c2ccc(F)cc2OCc2ccccc2)C[C@@H]2CC[C@H]1N2C(=O)NC1CCN(Cc2ccccc2)CC1,0,11,11,-6,14,-13,-22,-15,8,-1,9
CC(Cc1ccccc1)NC(N)=O (stereo not given),6,5,-3,3,8,5,-22,1,-8,9,-5
COc1ccc(C(=O)C2CCCN(Cc3ccc(F)cc3F)C2)cc1F (stereo not given),5,7,3,-10,-15,-1,-4,5,22,-5,-4
COc1ccc(O)c(C(C)(C)C)c1,-19,3,8,-11,-6,4,-5,0,-4,2,-12
COC(=O)C(O)(c1ccc(NC(=O)NC2CCCCC2)cc1)C(F)(F)F (stereo not given),-55,-6,13,-28,-18,5,-66,-94,-7,-3,-54
O=C1NC(=O)C(=Cc2ccc(N3CCOCC3)o2)C(=O)N1,-26,-12,-2,-15,19,4,-8,2,-5,5,-12
CC(=O)CC(C)(C)n1c[n+](C)nn1,4,2,-27,-4,9,-8,10,-6,17,-3,-3
CC(C)c1ccccc1NC1=NCCCS1,-14,1,16,17,22,3,9,-18,-2,-6,-1
NC(=S)/N=C/c1c(O)[nH]c(=O)[nH]c1=O,8,4,-7,-3,15,-6,11,3,11,1,-6
CC12CCC(O)CC1CCC1C2CCC2(C)C(C3=CC(=O)OC3)C(O)CC12O (stereo not given),52,4,58*,51*,53*,-10,67*,86*,37,-3,2
CN(C)c1cc(N)c2c(n1)CCC2 (tested in a mixture with another compound),-2,6,1,-3,0,1,3,1,9,4,-2
COc1cc(NC(=O)CN2C3CCC2CC(O)(c2cccnc2)C3)cc(OC)c1 (stereo not given),-2,6,-18,16,-2,4,15,-3,-2,7,7
CCOc1ccc(CC2C(=O)NC(=O)N(c3ccc(CC)cc3)C2=O)cc1 (stereo not given),-10,0,0,3,0,-1,9,9,-10,7,-34
COc1cc(C2c3cc(O)c(OC)cc3CC3C(=O)OCC32)ccc1O (stereo not given),-7,-1,0,20,7,-3,-11,-12,-11,-2,-1
COc1ccccc1NC(=O)COC(=O)c1cc(C)n(C2CC2)c1C,-23,-10,-6,9,-25,-13,-11,-2,-16,-4,-4
Cc1cc(OC(=O)c2ccco2)c2c3c(c(=O)oc2c1)CCC3,-17,-2,-3,0,18,-3,21,27,30,-1,2
CN(C)CC1Oc2ccccc2OC1(O)c1ccccc1 (stereo not given),-29,54*,-3,-13,80*,14,22,6,2,18,31
Fc1ccc(N2Cc3ccccc3-n3nncc3C2)cc1,13,4,20,-4,17,·,4,-2,-10,·,9
CC1C(c2cccs2)=[N+]([O-])C(C)(C(=O)c2ccc(Cl)cc2)N1O (stereo not given),-16,0,-21,19,-23,-9,-11,4,-12,11,-9
CCN(CC)c1ccc(N=Cc2c(O)n(-c3ccccc3C)c(=O)[nH]c2=O)cc1,7,2,8,8,4,5,8,-27,27,-1,-9

# Complete entries, quoted from the list. Order of screens: SRC1 inh	NOD2 RIPK2 PPI	TRAIL sens C8	COUP-TFII inh	TWEAK-Fn14 inh	TLR9-MyD88 inh	SRC3 inh	NR5A2 inv ag	TROY NFkB inh	LMP1 NFkB inh	SRC2 inh
# Fc1ccc(N2Cc3ccccc3-n3nncc3C2)cc1 is listed as 13	4	20	-4	17	·	4	-2	-10	·	9
# COc1cc(C2c3cc(O)c(OC)cc3CC3C(=O)OCC32)ccc1O (stereo not given) is listed as -7	-1	0	20	7	-3	-11	-12	-11	-2	-1
# COC(=O)C(O)(c1ccc(NC(=O)NC2CCCCC2)cc1)C(F)(F)F (stereo not given) is listed as -55	-6	13	-28	-18	5	-66	-94	-7	-3	-54

# Remaining list, next part:
SMILES,SRC1 inh,NOD2 RIPK2 PPI,TRAIL sens C8,COUP-TFII inh,TWEAK-Fn14 inh,TLR9-MyD88 inh,SRC3 inh,NR5A2 inv ag,TROY NFkB inh,LMP1 NFkB inh,SRC2 inh
CC(=O)OC1C2CCC1C(N1CCCC1)CC2 (stereo not given),-5,-4,-4,-13,-2,1,11,7,4,-12,-5
O=C(Nc1cccc(C(F)(F)F)c1)OC1CN2CCC1CC2 (stereo not given),16,4,-4,16,5,0,5,-23,3,0,-21
CCC(C)N1C(=O)/C(=C\c2ccc(N3CCCCCC3)cc2)C(=O)NC1=S (stereo not given),-5,-14,0,23,-6,-2,-7,43,-12,-4,-11
O=C(CCN1CCCCC1)NCC(=O)Nc1ccc(Br)cc1C(=O)c1ccccc1,-8,6,-10,-11,-13,-7,8,-8,-3,-53,12
Cc1cc(C=C2C(=O)N(C)C(=S)N(C)C2=O)c(C)n1-c1ccncc1,2,-7,2,7,1,·,14,7,-10,·,4
O=C(Cn1cnc2ccccc2c1=O)NCC(=O)N1CCC2(CC1)OCCO2,8,5,-9,20,8,-3,15,6,-1,-8,8
C[C@]12CC[C@H](O)C[C@@H]1CC[C@H]1[C@H]3CCC(=O)[C@@]3(C)CC[C@@H]12,7,-8,1,7,-33,7,-3,2,-2,1,6
COc1ccc(OC(=O)N(C)C[C@@H]2OCc3cnnn3CCCC(=O)N([C@H](C)CO)C[C@H]2C)cc1,-10,4,-26,7,-3,5,6,26,-3,-41,0
COc1ccc(-n2c(C)nc3cc(C(=O)N4CCC5(CC4)OCCO5)ccc32)cc1,-1,-16,18,0,5,-6,-5,5,3,8,-13
CCCNC1=C(C)C(=O)C2=C(C1=O)C(COC(N)=O)[C@]1(OC)C3NC3CN21 (stereo not given in full),-34,-8,5,-1,13,-2,-9,-14,12,23,10
COC(=O)C1=C(c2ccc(S(C)(=O)=O)cc2)C[C@@H]2CC[C@H]1N2C(=O)NCCNC(C)=O,0,-5,-13,5,5,7,-6,-4,-16,7,-2
CC(C)CN(CC(C)C)C(=O)C1C2c3ccccc3C(c3ccccc32)C1C(=O)O (stereo not given),-2,-9,-9,6,11,0,11,5,-8,-2,25
C=CCSc1nc2c(c(-c3ccsc3)c1C#N)CN(C)CC2,-24,-4,-6,8,4,0,13,-3,15,-3,-10
CCOC(=O)c1c(NC(=O)C(c2ccccc2)c2ccccc2)sc2c1C1CCN2CC1,-6,-6,4,19,-7,6,1,-5,3,-11,7
S=C(NCCc1ccccc1)N1Cc2cc(N3CCCCC3)ccc2-n2nncc2C1,6,3,-2,-5,-40,·,19,19,0,·,8
Clc1ccc2c(c1)C(c1ccccc1Cl)=NCc1nnc(Br)n1-2,-11,1,-1,-10,9,8,7,3,-8,4,-11

# Bioassay records from PubChem BioAssay.
